Compound activity (PubChem)
Thrombin inh: thrombin (human) inhibition; alpha-thrombin, Boc-VPR-AMC fluorogenic substrate cleavage; AID 1046; inhibition, % at 5 µM; P00734; hit rate 0.26% among 220,000;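 active = inhibition at or above 40%; inactive = inhibition below 40%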;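 also: 0% = enzyme with no compound and 100% = wells without enzyme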
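System: Human alpha-thrombin protein | Medium: pH 7.5 Tris (50 mM) with NaCl 150 mM, Tween 20 0.05% | Times: Enzyme reaction carried out at room temperature | Detection: AMC fluorescence, 355/460 nm | Evaluation: Percent inhibition scaled between no-compound controls and no-enzyme blanks | Benchmarks: Enzyme without compound as high, wells lacking enzyme as low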
Runt-SMMHC FRET: Runt domain-CBFb-SMMHC interaction inhibition; Q01196+Q13951; AID 1434; hit rate 0.74% among 220,000; Cerulean-Runt/Venus-CBFb-SMMHC FRET ratio 530/480, 1 h; inhibition, % at 20 µM;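 active = mean inhibition across duplicate retests at 20 µM reaching about 50%, limit read from the data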;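 also: 0% = DMSO wells and 100% = wells with excess untagged CBFb-SMMHC; inhibitors lower the FRET ratio by blocking Runt binding to CBFb-SMMHC; some results filed as inactive read as strong as hits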
Target sequence (Q01196 whole entry, looked up, the tested form may be a part): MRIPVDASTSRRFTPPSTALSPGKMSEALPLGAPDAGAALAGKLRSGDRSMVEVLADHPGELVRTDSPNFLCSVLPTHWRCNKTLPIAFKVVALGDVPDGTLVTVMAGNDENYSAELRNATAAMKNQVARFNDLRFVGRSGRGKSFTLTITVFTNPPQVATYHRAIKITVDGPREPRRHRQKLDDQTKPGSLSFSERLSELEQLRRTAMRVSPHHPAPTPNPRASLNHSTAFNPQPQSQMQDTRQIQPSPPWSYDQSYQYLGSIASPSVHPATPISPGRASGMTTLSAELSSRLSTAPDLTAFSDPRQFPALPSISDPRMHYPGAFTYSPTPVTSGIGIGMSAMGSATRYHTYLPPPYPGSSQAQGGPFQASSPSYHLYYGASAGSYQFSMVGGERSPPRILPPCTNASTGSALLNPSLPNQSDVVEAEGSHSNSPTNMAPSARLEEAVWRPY
Target sequence (Q13951 whole entry, looked up, the tested form may be a part): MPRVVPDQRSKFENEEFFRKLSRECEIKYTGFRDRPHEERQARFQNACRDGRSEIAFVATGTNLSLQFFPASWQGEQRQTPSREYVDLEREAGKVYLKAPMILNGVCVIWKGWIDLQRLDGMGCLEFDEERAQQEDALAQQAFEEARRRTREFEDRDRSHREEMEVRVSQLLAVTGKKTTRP
14-3-3 Bad inh: disrupts binding of bovine 14-3-3 zeta to phospho-Bad peptide; TR-FRET 14-3-3zeta/Dy647-pBad peptide displacement, 1 h; AID 781; hit rate 0.71% among 220,000; P63103; inhibition, % at 21.7 µM;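 active = inhibition above about 70%, limit read from the data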;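 also: 0% = full 14-3-3 plus peptide FRET controls and 100% = background without 14-3-3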
Target sequence (P63103 whole entry, looked up): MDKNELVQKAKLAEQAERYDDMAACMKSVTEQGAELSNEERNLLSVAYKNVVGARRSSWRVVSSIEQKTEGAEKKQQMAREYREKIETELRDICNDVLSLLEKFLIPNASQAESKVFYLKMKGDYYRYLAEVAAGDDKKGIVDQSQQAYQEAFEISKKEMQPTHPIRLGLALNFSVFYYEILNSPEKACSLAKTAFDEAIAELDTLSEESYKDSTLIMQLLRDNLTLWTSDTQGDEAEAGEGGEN
Hck Nef HTS: blocks Nef-activated human Hck kinase. Recombinant Hck-YEEI plus Nef, Z-Lyte FRET kinase assay. inhibition, % at 20 µM. hit rate 0.68% among 220,000. AID 463187;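 active = Hck-Nef kinase inhibition above about 50%, limit read from the data; inactive = inhibition below that limit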;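 also: 0% = DMSO with Hck plus Nef and 100% = Hck alone without Nef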
Wee1 degr inh: human Wee1 degradation inhibition, primary screen; P30291; reporter increase, % at 5 µM; HeLa Luc-Wee1K328M stability, luciferase luminescence; 100% = proteasome inhibitor MG132 effect; hit rate 1.2% among 220,000;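 active = activation above the mean of all tested compounds plus 3 SD, set per screening run, cut at about 8.8% in these data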;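 also: cells exposed to compound for 20 h before luminescence read; 0% = DMSO alone and 100% = MG132 at 30 µM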
hK5 inh: blocks human kallikrein 5 protease activity. Q9Y337. recombinant hK5, fluorogenic AMC substrate cleavage. inhibition, % at 5 µM. hit rate 0.59% among 210,000;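 active = inhibition of 40% or more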;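 also: 0% = enzyme controls without compound and 100% = no-enzyme blanks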
FXIa inh 1536: blocks human coagulation factor XIa protease activity. P03951. purified FXIa, Boc-Glu-Ala-Arg-AMC fluorogenic substrate. inhibition, % at 5 µM. hit rate 0.14% among 220,000. AID 798;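 active = inhibition of at least 40%; inactive = inhibition below 40%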;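 also: fluorescence of freed AMC excited at 355 nm; 0% = enzyme without compound and 100% = no enzyme blank; many of its hits are not listed in these tables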
Runt-CBFb FRET: blocks binding of human RUNX1 Runt domain to CBFb; Cerulean-Runt/Venus-CBFb FRET ratio 530/480, 1 h; inhibition, % at 20 µM; hit rate 0.46% among 220,000; AID 1496;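 active = inhibition over about 50% at 20 µM in the single-dose screen, limit read from the data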;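 also: 0% = DMSO wells and 100% = excess unlabeled CBFb competitor control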
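System: Cerulean-labeled Runt domain protein | Quantity: 100 nM of each labeled protein | Schedule: 1 h compound exposure, room temperature | Detection: Fluorescence energy transfer, 422 nm excitation, 530/480 nm emission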
FXIIa inh: inhibitors of human coagulation factor XIIa; P00748; purified FXIIa, Boc-QGR-AMC fluorogenic substrate, 2 h; inhibition, % at 5 µM; hit rate 0.3% among 220,000; in the data active = inhibition above about 40%;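 also: 0% = enzyme with no compound and 100% = blank without enzyme; many of its hits are not listed in these tables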
* marks the source's active call; other numbers are inactive results; · = no result given; [ ] = another dose, or the depositor's remark.

item	Thrombin inh	Runt-SMMHC FRET	14-3-3 Bad inh	Hck Nef HTS	Wee1 degr inh	hK5 inh	FXIa inh 1536	SMILES	Runt-CBFb FRET	FXIIa inh
1	-7	2	5[fluorescence artefact?]	1	5	-14	2	Cc1ccc(CNC(=O)c2ccc(OCC3CCCO3)cc2)cc1 (centres undefined)	-3	4
2	2	2	-3	2	-1	-12	0	Cc1ccc(S(=O)(=O)N2CCN(c3ccnc4cc(Cl)ccc34)CC2)cc1C	0	6
3	-11	0	0	13	-2	0	-1	CCCOc1ccc(N2C(=O)CC(N(CCCO)C(=O)CC)C2=O)cc1 (centres undefined)	4	4
4	0	-6	2	-2	-1	-19	1	CC(C)(C)NC(=S)NCc1cccnc1	-3	19
5	-8	-4	5	-1	1	-4	2	Cc1cccc2cc(C#N)c(SCc3nnc(-c4ccccc4[N+](=O)[O-])o3)nc12	0	9
6	-8	-2	0	27	1	-2	3	CO/N=C/c1ccc(Oc2ccc(C)cc2)c([N+](=O)[O-])c1	-1	14
7	0	-49	-1	1	-1	1	-5	Cc1ccc2[nH]c(=O)c(CNC(C)C)cc2c1	6	0
8	-11	-1	-4[fluorescence artefact?]	-4	2	-4	1	Cc1nnc(SCC(=O)c2c(N)n(C)c(=O)n(C)c2=O)n1Cc1ccccc1	0	-1
9	1	1	3	1	-1	-11	-5	O=C1NC(c2cccnc2)C(C(=O)c2cccs2)C(O)(C(F)(F)F)N1 (centres undefined)	0	11
10	-3	4	-12	0	1	-9	-13	OC(CNCc1ccco1)Cn1c2ccccc2c2ccccc21 (centres undefined)	1	7
11	0	-4	1[fluorescence artefact?]	3	1	-7	6	COc1ccc(-n2c(CCc3ccccc3)nnc2SCC(=O)c2ccccc2)cc1	-1	12
12	3	-2	-18	0	-2	-2	1	COc1ccc(-c2nc3c(n2O)CCC/C3=N\O)cc1	2	8
13	-5	1	10	-1	3	11	4	CC(=O)NCC(=O)NC(C(=O)Nc1ccc2c(c1)OCCO2)c1ccc(C)cc1 (centres undefined)	1	13
14	-18	1	2	-3	6	6	6	Cc1nnc(C)n1/N=C/c1ccc(O)cc1	-4	-2
15	-10	0	4[fluorescence artefact?]	0	1	-20	-4	O=C(CSCc1ccc(Cl)cc1)Nc1ccccc1C(=O)N1CCOCC1	-1	-1
16	-5	-1	-5	12	18*	-6	4	Cc1cc(O)c(-c2cc(C(=O)Nc3cccnc3)[nH]n2)cc1C	0	9
17	-10	3	0	7	-2	-16	-2	CCOc1cc2c(cc1OCC)C(c1ccccc1)N(c1ccccc1)C(=O)C2 (centres undefined)	-5	5
18	-5	-3	2	0	-1	0	-5	CN(C(N)=S)c1ccccc1	-5	4
19	-2	1	4[fluorescence artefact?]	0	1	-16	5	Cc1cc(Nc2ccc(F)cc2Cl)n2nc(C)nc2n1	2	12
20	-9	1	4[fluorescence artefact?]	0	2	0	-2	Cc1cc(C)n(-c2ccc(C(=O)OCC(=O)Nc3ccc(S(=O)(=O)N4CCOCC4)cc3)cc2)n1	-7	-4
21	70*	0	-5[fluorescence artefact?]	17	-1	15	-10	Cc1ccnc(NC(=O)C2CCCN(S(=O)(=O)c3cnc[nH]3)C2)c1 (centres undefined)	-1	-8
22	1	-2	-1	3	0	-13	8	CC(NC(=O)COC(=O)CCc1ccc(S(=O)(=O)N2CCOCC2)cc1)C1CC2CCC1C2 (centres undefined)	-2	12
23	-4	2	0	6	-1	-9	4	CN(C(=S)Oc1ccc(C(=O)Nc2ccccc2)cc1)c1ccccc1	2	5
24	-2	-2	-5	22	0	2	-1	CC(=O)Oc1ccc(C(=O)NCCc2ccccc2)cc1	2	8
25	-1	4	4[fluorescence artefact?]	3	7	-17	-8	COc1cc(C(=O)NC(=S)Nc2ccc3oc(=O)ccc3c2)cc(OC)c1OC	2	10

Given with two lines to a compound: 2 of the compounds above
Second line of a record – Thrombin inh | Runt-SMMHC FRET | 14-3-3 Bad inh | Hck Nef HTS | Wee1 degr inh | hK5 inh | FXIa inh 1536 | Runt-CBFb FRET | FXIIa inh
15. O=C(CSCc1ccc(Cl)cc1)Nc1ccccc1C(=O)N1CCOCC1
→ -10 | 0 | 4[fluorescence artefact?] | 0 | 1 | -20 | -4 | -1 | -1
16. Cc1cc(O)c(-c2cc(C(=O)Nc3cccnc3)[nH]n2)cc1C
→ -5 | -1 | -5 | 12 | 18* | -6 | 4 | 0 | 9

Other records:
item	Thrombin inh	Runt-SMMHC FRET	14-3-3 Bad inh	Hck Nef HTS	Wee1 degr inh	hK5 inh	FXIa inh 1536	SMILES	Runt-CBFb FRET	FXIIa inh
26	-2	8	1	1	5	-25	-1	O=C(CSC(=S)N1CCN(c2ccccc2)CC1)Nc1nc(-c2ccccc2)c(-c2ccccc2)o1	1	6
27	-6	0	-15	3	1	-5	0	COCc1cc(=O)[nH]c(-c2csc(C)n2)n1	3	0
28	-4	1	0	-7	-1	-5	-6	NC(=O)c1ccc(Oc2ncc(C(F)(F)F)cc2Cl)cc1	-1	5
29	0	-1	-3	15	1	-1	0	Cc1cc(C)nc(Nc2n[nH]c(-c3ccccc3N)n2)n1	1	5
30	-7	2	-12	18	-1	-2	-1	COc1ccc(N2C(=O)CC(Sc3nc4ccccc4s3)C2=O)cc1OC (centres undefined)	4	6
31	3	123*	-13	40	6	-11	8	COC(=O)C1=C(C)NC2=C(C(=O)CC(C)(C)C2)C1c1ccccn1 (centres undefined)	70*	16
32	2	-3	-8	-12	1	-7	10	Cc1ccc(-c2noc(CCCOc3ccc(Cl)cc3Cl)n2)cc1	-4	30
33	-5	-1	0	6	1	0	-1	CN(C(=O)CC1C(=O)NCCN1CC1CCCCC1)C1CCOCC1 (centres undefined)	3	1
34	-2	-7	-8	2	-1	6	-2	CCCCCCn1c(N2CCC(C)CC2)nc2c1c(=O)[nH]c(=O)n2C	-9	15
35	-2	-2	1	-12	-3	-9	-4	O=C(c1ccc(Cl)cc1)N(c1ccccn1)C1CCCCC1	0	2
36	-7	0	-11	-20	-2	1	-9	O=C(C1CCN(S(=O)(=O)c2ccc(Br)s2)CC1)N1CCc2ccccc21	3	3
37	0	1	-2	8	·	4	2	CC1=C[C@H]2OC(=O)[C@@H](C)[C@H]2C[C@@H]2[C@H]1C[C@@H](O)[C@@]2(C)O	1	9
38	-2	3	5	9	3	2	-1	O=C(CC12CC3CC(CC(C3)C1)C2)NC(Cc1ccccc1)C(=O)O (centres undefined)	-3	10
39	-7	-1	-2	21	0	-27	-2	CCOC(=O)N1CCN(CCC(=O)Nc2cc(OC)ccc2OC)CC1	0	6
40	-3	-1	-3	28	1	4	2	Cc1ccccc1Cn1cnc2ccccc21	-1	7
41	-2	-2	-11	19	0	1	10	C/C(=C\C(=O)c1c(O)cc(C)oc1=O)N(C)C	3	6
42	-1	-4	-1	2	-3	3	6	CC(C)CCc1noc(CN2CCN(CC(=O)NC(C)C)CC2)n1	-1	9
43	-3	1	2	22	1	-4	-1	Cc1cc(C)n2nc(C(=O)Nc3cccc(S(=O)(=O)N4CCCC4)c3)nc2n1	1	9
44	4	-1	-12	1	-3	3	8	COC(=O)c1sccc1NC(=O)c1ccc2c(c1)OCO2	-1	20
45	0	0	3	3	0	-17	-2	CCOC(=O)C(NC(=O)CC(C)C)(Nc1sc(C)c(CC)c1C#N)C(F)(F)F (centres undefined)	-9	3
46	-3	-9	-19	-1	-1	6	1	O=C(CN1C(=O)C(=O)c2ccccc21)NCCc1ccccc1	-1	10
47	-3	-3	3	11	2	-2	7	O=c1c2ccccc2c(-c2ccccc2)nn1-c1cc(Cl)cc(Cl)c1	3	-2
48	-1	0	-3	17	·	-1	-1	C=C1CCN(CC(=O)OC)S(=O)(=O)c2ccccc21	0	8
49	-6	-2	-11	0	2	-13	-14	COc1ccc(-c2nnc(SC(C)C#N)o2)cc1 (centres undefined)	-4	-3
50	3	-83	-6	-1	0	18	5	COc1cc(N2CCCC2)c(OC)cc1/C=C(/C#N)c1cccc(F)c1	-30	17

Reformatted: results already given.
[33] CN(C(=O)CC1C(=O)NCCN1CC1CCCCC1)C1CCOCC1 (centres undefined)
[34] CCCCCCn1c(N2CCC(C)CC2)nc2c1c(=O)[nH]c(=O)n2C
[35] O=C(c1ccc(Cl)cc1)N(c1ccccn1)C1CCCCC1
[36] O=C(C1CCN(S(=O)(=O)c2ccc(Br)s2)CC1)N1CCc2ccccc21
[37] CC1=C[C@H]2OC(=O)[C@@H](C)[C@H]2C[C@@H]2[C@H]1C[C@@H](O)[C@@]2(C)O
[38] O=C(CC12CC3CC(CC(C3)C1)C2)NC(Cc1ccccc1)C(=O)O (centres undefined)
[39] CCOC(=O)N1CCN(CCC(=O)Nc2cc(OC)ccc2OC)CC1
[40] Cc1ccccc1Cn1cnc2ccccc21
[41] C/C(=C\C(=O)c1c(O)cc(C)oc1=O)N(C)C
[42] CC(C)CCc1noc(CN2CCN(CC(=O)NC(C)C)CC2)n1

Compound | 33 | 34 | 35 | 36 | 37 | 38 | 39 | 40 | 41 | 42
Thrombin inh | -5 | -2 | -2 | -7 | 0 | -2 | -7 | -3 | -2 | -1
Runt-SMMHC FRET | -1 | -7 | -2 | 0 | 1 | 3 | -1 | -1 | -2 | -4
14-3-3 Bad inh | 0 | -8 | 1 | -11 | -2 | 5 | -2 | -3 | -11 | -1
Hck Nef HTS | 6 | 2 | -12 | -20 | 8 | 9 | 21 | 28 | 19 | 2
Wee1 degr inh | 1 | -1 | -3 | -2 | · | 3 | 0 | 1 | 0 | -3
hK5 inh | 0 | 6 | -9 | 1 | 4 | 2 | -27 | 4 | 1 | 3
FXIa inh 1536 | -1 | -2 | -4 | -9 | 2 | -1 | -2 | 2 | 10 | 6
Runt-CBFb FRET | 3 | -9 | 0 | 3 | 1 | -3 | 0 | -1 | 3 | -1
FXIIa inh | 1 | 15 | 2 | 3 | 9 | 10 | 6 | 7 | 6 | 9
